APJ antag: APJ receptor antagonism | CHO-K1 APJ beta-arrestin complementation, luminescence | inhibition, % at 20 µM | 330,000 tested, 0.32% active | AID 2521;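 active = inhibition above about 40% at 20 µM, limit read from the data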;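 also: cells challenged with 10 nM apelin-13 agonist together with compound; plate controls were apelin-13 plus DMSO wells for no effect and DMSO wells lacking apelin-13 for full effect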
Target sequence (P35414 whole entry, looked up): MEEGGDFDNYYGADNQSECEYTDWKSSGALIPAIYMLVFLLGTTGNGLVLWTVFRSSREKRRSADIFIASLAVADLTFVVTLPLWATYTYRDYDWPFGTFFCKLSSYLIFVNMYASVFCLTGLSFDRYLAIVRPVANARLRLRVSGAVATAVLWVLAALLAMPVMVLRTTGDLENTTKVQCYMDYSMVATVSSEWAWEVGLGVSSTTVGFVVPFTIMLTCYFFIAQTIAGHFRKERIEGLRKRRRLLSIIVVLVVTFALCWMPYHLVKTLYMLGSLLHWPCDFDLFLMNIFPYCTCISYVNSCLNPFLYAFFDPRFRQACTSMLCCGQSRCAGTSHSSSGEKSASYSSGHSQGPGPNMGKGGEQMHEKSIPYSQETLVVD
beta cell repl: induces beta-cell replication in MIN6 cells. MIN6 cells proliferation, ATPlite luminescence, 48 h; cells starved in 0.2% serum; 100% = growth in 10% serum. proliferation, % at 10 µM. 330,000 tested, 0.29% active;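 active = compounds whose signal lies at least 3.5 SD above the mean of all wells on their plate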;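 also: 0% = DMSO-treated cells in low-serum medium and 100% = 10% serum control; some compounds called inactive have numbers as strong as hits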
APJ agonist: agonists of human APJ apelin receptor | P35414 | CHO-K1 APJ PathHunter beta-arrestin, luminescence; 0% DMSO wells, 100% apelin | activation, % at 20 µM | 330,000 tested, 0.11% active;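 active = activation more than six SD over the plate average, tested at 20 µM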;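 also: 0% = DMSO alone and 100% = apelin-13 at 10 nM; some results filed as inactive read as strong as hits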
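Assay system – PathHunter CHO-K1 APJ (AGTRL-1) beta-arrestin reporter cells · Compound – one dose, 20 µM compound, 1% DMSO · Timing – compound 90 min 25 °C, reagent 1 h · Measured by – luminescence from split beta-galactosidase complementation, Galacton Star/Emerald II substrate · Measure – beta-arrestin recruitment to APJ as agonist activity, luminescent signal · Benchmarks – DMSO vs Apelin-13 10 nM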
tim23-1 inh: tim23-1 yeast growth inhibition | 330,000 tested, 1.3% active | inhibition, % at 20 µM | AID 463212 | S. cerevisiae tim23-1 growth, BacTiter-Glo luminescence, 24 h;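 active = growth inhibition of the mutant yeast at or above 50%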;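 also: temperature-sensitive mutant grown at 25 °C; plate controls were DMSO-treated mutant yeast for no effect and medium wells lacking yeast for full effect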
NLRP3 yeast inh: inhibitors of NALP3 inflammasome in yeast; Yeast reconstituted NLRP3/ASC/caspase-1, beta-gal luminescence, 24 h; inhibition, % at 10 µM; AID 2825; 330,000 tested, 0.39% active;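 active = inhibition of 50% or more; inactive = inhibition below 50%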;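 also: plate controls were induced DMSO wells for no effect and uninduced yeast grown without galactose for full effect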
TIM10 inh: growth inhibitors of TIM10 yeast strain; inhibition, % at 10 µM; 330,000 tested, 1.4% active; S. cerevisiae TIM10 strain growth, BacTiter-Glo luminescence, 24 h;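 active = inhibition of 40% or more at the single tested concentration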;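 also: wild-type TIM10 isogenic control strain grown at permissive 25 °C; 0% = DMSO yeast wells and 100% = minimal medium wells without yeast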
NR3A LBD binder: modulates the human NR3A ligand-binding domain. NR3A LBD differential scanning fluorimetry, Tm shift; 0% = protein alone, 100% = glycine-bound protein. Tm shift relative to glycine control, % at 25 µM. 340,000 tested, 2.5% active;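 active = melting temperature shift of at least 10% of the positive control shift, at one fixed dose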
MPTP inh: inhibitors of mitochondrial permeability transition pore | isolated mouse mitochondria, Ca2+ swelling absorbance, 30 min | inhibition, % at 10 µM | 360,000 tested, 1.4% active;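 active = inhibition of 50% or more, scaled per plate between neutral and stimulator controls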;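 also: 0% = DMSO wells given calcium and 100% = 1 mM EGTA wells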
tim10-1 inh: tim10-1 yeast growth inhibition; S. cerevisiae tim10-1 ts strain growth, BacTiter-Glo, 24 h; inhibition, % at 20 µM; 330,000 tested, 2.2% active; AID 463190;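 active = inhibition of at least 40%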;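 also: mutant grown at 25 °C; 0% = DMSO wells with yeast and 100% = wells holding no yeast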
* hit, by the source's call. Compounds as they come; overall some 7.2% were active at least once.

SMILES | APJ antag | beta cell repl | APJ agonist | tim23-1 inh | NLRP3 yeast inh | TIM10 inh | NR3A LBD binder | MPTP inh | tim10-1 inh
Cc1ccccc1NC(=O)Cc1cccs1 | 8 | -2 | 0 | -9 | 5 | -7 | -2 | 0.5 | 1
Cc1ccccc1Cn1cc(CCC(=O)N2CCOCC2)c2ccccc21 | 11 | -1 | -1 | 16 | -3 | 20 | -1 | 0.5 | 25
COc1ccccc1CC(=O)N1CCCC(CCC(=O)NCc2ccccc2F)C1 (stereo not drawn) | 5 | -1 | -4 | 7 | -3 | 5 | -1 | 1.5 | 16
COC(C/C=C/[C@H](O)COCc1ccccc1)OC | 10 | -1 | 8 | -4 | 6 | -12 | 0 | -0.8 | 1
COc1cccc(NC(=O)CN2CCCCCC2)c1 | -11 | -3 | -1 | -12 | 4 | -6 | 1 | 1.0 | -17
Cc1ccc(NC(=O)/C(=C\c2ccccc2)NC(=O)c2ccco2)cc1 | 9 | 0 | 0 | 6 | 10 | -11 | 0 | 2.6 | -7
CCC1=NN(C(=O)c2cccc(Br)c2)C(O)(c2ccc(Br)cc2)C1 (stereo not drawn) | 28 | -6 | -5 | 43 | 10 | 31 | 5 | 84* | 39
O=C(CNC(=O)c1ccccn1)N/N=C/c1ccc2c(c1)OCO2 | 5 | 0 | -1 | 11 | -17 | 11 | -2 | 1.4 | 9
O=C(C1=NN[C@@H]2C(=O)N(c3cccc(C(F)(F)F)c3)C(=O)[C@H]12)c1ccc2ccccc2n1 | 1 | 0 | 2 | 35 | 13 | 9 | 0 | 0.8 | 26
COC(=O)CCC(=O)Nc1ccc(Cl)c(Cl)c1 | 3 | -1 | -4 | 2 | 10 | -17 | 0 | -0.4 | -30
COc1ccc(N=C(C)C2=C(O)COC2=O)cc1 | -2 | 0 | 3 | 96* | 17 | -15 | -1 | -2.4 | -11
CCCc1cc(=O)oc2cc(OCC(=O)NC3CC(C)(C)NC(C)(C)C3)ccc12 | -7 | 1 | -3 | 4 | -9 | 3 | -2 | 0.0 | 6
CCn1ncc(/C=C/C(=O)Nc2c(C)nn(Cc3ccc(Cl)cc3Cl)c2C)c1C | 33 | -4 | -1 | 16 | -1 | 19 | 0 | 0.2 | 32
CCOC(=O)N1CCN(C(=O)/C(=C/c2ccc(Cl)cc2)NC(=O)c2ccccc2)CC1 | -2 | -1 | -6 | 19 | 10 | -2 | -1 | -0.3 | 4
COc1ccc(C2SCCN2C(=S)Nc2cccc(C(F)(F)F)c2)cc1 (stereo not drawn) | -5 | 0 | 2 | 1 | 23 | 18 | 1 | 1.1 | -4
O=C(NCCc1ccccc1)C(NS(=O)(=O)c1cccc2nsnc12)c1ccccc1 (stereo not drawn) | 4 | -2 | 1 | 16 | 13 | 12 | -2 | -0.2 | 21
C=CCN1CN=C(NS(=O)(=O)c2ccc(NC(C)=O)cc2)NC1 | -5 | 2 | -4 | 13 | 1 | -19 | -1 | 0.6 | 2
CN1CCN(Cc2cccc3ncccc23)CC1CCO (stereo not drawn) | 9 | 3 | -3 | -16 | 21 | 3 | -1 | -0.1 | -7
Cc1nnc(-c2cccc(Br)c2)c2cn(-c3ccccc3)nc12 | -11 | -1 | 3 | 27 | 29 | 46* | 4 | 13 | 32
CCOC(=O)NC1(NC2CCCCC2)Oc2ccccc2O1 | 10 | -4 | -1 | 46 | 13 | 37 | -13 | 0.8 | 40*
Cc1nc(SCC(=O)c2ccc(Cl)s2)c2oc3ccccc3c2n1 | 8 | -4 | -1 | -21 | 36 | -13 | -9 | 3.3 | -12
COc1ccc(-c2csc(C3=C(O)CN(Cc4ccc(Cl)cc4)C3=N)n2)cc1OC | 1 | 1 | 7 | 15 | 16 | -3 | 0 | -2.0 | 13
C#CCOCCOCCOCCNc1nc(N2CCN(C(=O)CCCCCCCCCCNC(=O)[C@@H](CCC(=O)O)n3cc(CCCCCN)nn3)CC2)nc(N2CCN(C(=O)CCCCCCCCCCNC(=O)[C@H](CO)n3cc(CCCCCN)nn3)CC2)n1 | 9 | 0 | 6 | 36 | 21 | 6 | -1 | -5.8 | 15
CCC1=C(OC(=O)c2ccccc2)C(C)(C)C(c2ccccc2)OC1=O (stereo not drawn) | 0 | -4 | -1 | 34 | 5 | 17 | 14* | 2.9 | 18
CC1CCN(C2=NC(=O)/C(=C/c3ccc(O)cc3)S2)CC1 | 3 | -4 | 0 | 32 | 26 | 8 | -1 | 0.6 | 3
Next records follow.
SMILES | APJ antag | beta cell repl | APJ agonist | tim23-1 inh | NLRP3 yeast inh | TIM10 inh | NR3A LBD binder | MPTP inh | tim10-1 inh
Cc1ccc(S(=O)(=O)N2CCC3(CC2)CC(=O)c2ccccc2O3)cc1 | 8 | 3 | 7 | 28 | 28 | 0 | -2 | -0.6 | 13
O=C1/C(=C/c2cccc(Cl)c2)CSc2sccc21 | -3 | 6 | 0 | -6 | 41 | -49 | 1 | -2.3 | -9
COc1cccc(-c2cc(=O)c3cc(NC(C)=O)ccc3[nH]2)c1 | 13 | -5 | 1 | 3 | -12 | 1 | -2 | 0.0 | -11
CC1(C(=O)O)CCC(C(=O)Nc2ccccc2O)C1(C)C (stereo not drawn) | -1 | 0 | -3 | -1 | 20 | -8 | 0 | -0.7 | 13
CCOc1ccc(NC(=O)CN(C)C(=O)c2cc(C3CC3)nn2-c2ccccc2)cc1OCC | -2 | 0 | -2 | 18 | 11 | 4 | 0 | -0.2 | 22
Cc1ccc(C(=O)Nc2ccc3c(c2)OCO3)cc1S(=O)(=O)N1CCCCC1 | 26 | -2 | -3 | 20 | 3 | 19 | -39 | 5.7 | 20
CC/C(=C1/C(=O)CC(C)(C)C(C(=O)OC)C1=O)N1CCCC1 (stereo not drawn) | 5 | -2 | -3 | 1 | 33 | 1 | 2 | 1.4 | 0
Cc1ccc(C(=O)Nc2ccc(Nc3ccccc3)cc2)cc1Br | -29 | -1 | 5 | 19 | 17 | -2 | 25* | 11 | -25
COc1ccc(NC(=S)NNS(=O)(=O)c2ccc3ccccc3c2)c(OC)c1 | 11 | -1 | -2 | 4 | 21 | -1 | -1 | 0.4 | -12
CC(=O)Nc1ccc(S(=O)(=O)/N=C2/NC(=O)/C(=C\c3ccco3)S2)cc1 | -1 | 1 | -2 | -5 | 3 | -3 | -9 | 0.5 | 12
Cc1cc([N+](=O)[O-])nn1CC(=O)NNC(=S)Nc1ccc(F)cc1 | 12 | 0 | -1 | 1 | 24 | -1 | 2 | 0.4 | -13
Cc1ccc(O)c(C2=NNC(O)(C(F)(F)F)C2)c1 (stereo not drawn) | -15 | 0 | -4 | 17 | 14 | 8 | -6 | 10 | 10
CCOC(=O)/C(=C\C=C\c1ccccc1)NC(=O)c1ccccc1 | -4 | 0 | 2 | 21 | 31 | 11 | -6 | 0.7 | 18
CCCC(=O)Nc1ccc2nc(C)n(Cc3ccccc3Cl)c(=O)c2c1 | -16 | 0 | -1 | 25 | 23 | -12 | 9 | -1.8 | 19
COCCN(CC1CCCN(C2Cc3ccccc3C2)C1)C(=O)CCSC (stereo not drawn) | 13 | 1 | -2 | 1 | 20 | -10 | -1 | -0.6 | 3
Cc1ccc(CNC(=O)CSCc2cccc(F)c2)cc1 | 3 | 0 | -5 | 16 | 29 | -17 | 0 | 1.5 | 20
COc1ccc(C2CC(=O)C(C=NCCCN3CCOCC3)=C(O)C2)cc1 (stereo not drawn) | -7 | 0 | 2 | 8 | 11 | 12 | 2 | -0.5 | -2
Cc1ccccc1NC(=O)Cc1nc(COC(=O)c2cccc(O)c2)cs1 | -14 | 0 | -1 | 25 | 10 | 8 | -4 | -0.9 | 18
O=C(CN1CCOCCOCCOCC1)Nc1ccccc1 | 7 | -1 | 0 | 10 | 14 | 11 | -3 | 1.4 | 15
CC1CN(S(=O)(=O)c2cccc(-c3cn4ccccc4n3)c2)CC(C)O1 (stereo not drawn) | 14 | -2 | 4 | 6 | -15 | 13 | -3 | -1.1 | 9
CC(Oc1ccc(Cl)cc1)C(=O)Nc1sccc1C(N)=O (stereo not drawn) | -16 | 0 | -1 | 28 | 12 | -15 | -3 | 14 | -29
CCCn1nnc(NC(=O)c2ccc(F)cc2)n1 | 0 | -1 | -2 | 11 | 19 | -2 | -2 | -1.0 | -2
Cc1cccc(N(C)C(=O)c2cc(S(=O)(=O)N3CCCC3)cn2C)c1 | 10 | 1 | -6 | 12 | 0 | 1 | 2 | -0.7 | 9
O=C(Nc1cccn(Cc2ccc(F)cc2)c1=O)NC1CCCCC1 | -13 | -1 | 3 | 30 | 4 | 15 | -1 | 0.4 | 24
Cc1ccc(C)c(-c2nnc(NC(=O)CCS(=O)(=O)c3ccccc3)o2)c1 | 24 | -7 | 3 | 3 | 15 | -3 | -3 | -1.3 | -10
CSc1nsc(SCC(=O)Nc2ccc(Br)cn2)n1 | 6 | -2 | -1 | 47 | -9 | 9 | -5 | 2.3 | 16
CC(C)/C=N\NC(=O)CCCCC(=O)N/N=C/C(C)C | 12 | -2 | -1 | 2 | 1 | 9 | -1 | 0.6 | 4
COc1cccc(/C=N/c2nc3ccccc3[nH]2)c1O | 0 | -1 | 1 | 10 | -8 | -14 | 2 | 0.1 | -7

As a working copy, 6 of the compounds above.
SMILES | APJ antag | beta cell repl | APJ agonist | tim23-1 inh | NLRP3 yeast inh | TIM10 inh | NR3A LBD binder | MPTP inh | tim10-1 inh
Cc1ccccc1NC(=O)Cc1cccs1 | 8 | -2 | 0 | -9 | 5 | -7 | -2 | 0.5 | 1
Cc1ccccc1Cn1cc(CCC(=O)N2CCOCC2)c2ccccc21 | 11 | -1 | -1 | 16 | -3 | 20 | -1 | 0.5 | 25
COc1ccccc1CC(=O)N1CCCC(CCC(=O)NCc2ccccc2F)C1 (stereo not drawn) | 5 | -1 | -4 | 7 | -3 | 5 | -1 | 1.5 | 16
COC(C/C=C/[C@H](O)COCc1ccccc1)OC | 10 | -1 | 8 | -4 | 6 | -12 | 0 | -0.8 | 1
COc1cccc(NC(=O)CN2CCCCCC2)c1 | -11 | -3 | -1 | -12 | 4 | -6 | 1 | 1.0 | -17
Cc1ccc(NC(=O)/C(=C\c2ccccc2)NC(=O)c2ccco2)cc1 | 9 | 0 | 0 | 6 | 10 | -11 | 0 | 2.6 | -7

Screens deposited in PubChem by Sanford-Burnham Center for Chemical Genomics.
